PrPC TRFRET: cell surface PrPC inhibition, primary TR-FRET screen; inhibition, % at 13.8 µM; TR-FRET read-out; AID 720596; P04156; 370,000 compounds, 0.43% hits; in the data active means inhibition above about 24%; further: 0% = median of the test wells and 100% = reference compound wells
Rv3671c protease: Rv3671c (M. tuberculosis) protease inhibition. P9WHR9. inhibition, % at 5.96 µM. 320,000 compounds, 0.048% hits. AID 2606; in the data active means inhibition above about 38%;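 further: extracellular domain of Rv3671c used as enzyme; 0% = enzyme with DMSO and 100% = no enzyme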
BoNT-F LC inh: inhibitors of Botulinum neurotoxin F light chain protease; Multiplex microsphere protease cleavage assay, flow cytometry; inhibition, % at 10 µM; 360,000 compounds, 0.22% hits; AID 588497; in the data active means inhibition above about 35%, passing the limit was not always enough; inconclusive means no clear call, values can overlap the other calls; further: plate controls were buffer without enzyme for full effect and enzyme alone for no effect
PriA SSB inh: inhibitors of Klebsiella pneumoniae PriA binding to SSB C-terminal tail; AlphaScreen SSBct-PriA binding, biotinylated peptide; inhibition, % at 33 µM; 430,000 compounds, 0.6% hits; AID 1272365; in the data active means inhibition mostly above about 37%, no sharp cut-off; inactive means mostly below about 20%;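 further: plate controls were negative control peptide for no effect and reference peptide for full effect; strong numbers were not always called active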
CCHFV vOTU inh: CCHFV vOTU protease inhibition; 370,000 compounds, 0.55% hits; AID 651958; inhibition, % at 11.5 µM; Pep-AMC fluorescence; in the data active means inhibition above about 30%; further: 0% = vehicle wells with enzyme and 100% = no enzyme wells
VHR inh abs: blocks human VHR1 dual specificity phosphatase; P51452; recombinant VHR phosphatase, pNPP absorbance; inhibition, % at 13.3 µM; 290,000 compounds, 0.52% hits; AID 1654; in the data active means inhibition above about 50%; further: some compounds called inactive have numbers as strong as hits
Target sequence (P51452 whole entry, looked up): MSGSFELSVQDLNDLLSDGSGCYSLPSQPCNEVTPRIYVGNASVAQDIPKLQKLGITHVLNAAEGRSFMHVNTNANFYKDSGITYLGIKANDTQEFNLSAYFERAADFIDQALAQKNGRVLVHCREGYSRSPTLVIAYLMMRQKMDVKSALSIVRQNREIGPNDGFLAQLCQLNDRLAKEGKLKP
BoNT-A LC inh2: inhibitors of Botulinum neurotoxin A light chain protease. inhibition, % at 10 µM. 360,000 compounds, 0.17% hits. multiplex microsphere protease substrate cleavage, flow cytometry; further: plate controls were buffer without enzyme for full effect and enzyme alone for no effect
MazEF act: MazEF (E. coli) toxin RNase activation | FAM/BHQ RNA-DNA oligo cleavage fluorescence, 5 h | activation, % at 20 µM | 350,000 compounds, 0.32% hits | AID 504720; in the data active means activation above about 50%
Anthrax LF prot: blocks Bacillus anthracis lethal factor protease; multiplex microsphere protease cleavage assay, LF; inhibition, % at 10 µM; 360,000 compounds, 0.12% hits; P15917; further: plate controls were buffer without enzyme for full effect and enzyme alone for no effect
Target sequence (P15917 whole entry, looked up): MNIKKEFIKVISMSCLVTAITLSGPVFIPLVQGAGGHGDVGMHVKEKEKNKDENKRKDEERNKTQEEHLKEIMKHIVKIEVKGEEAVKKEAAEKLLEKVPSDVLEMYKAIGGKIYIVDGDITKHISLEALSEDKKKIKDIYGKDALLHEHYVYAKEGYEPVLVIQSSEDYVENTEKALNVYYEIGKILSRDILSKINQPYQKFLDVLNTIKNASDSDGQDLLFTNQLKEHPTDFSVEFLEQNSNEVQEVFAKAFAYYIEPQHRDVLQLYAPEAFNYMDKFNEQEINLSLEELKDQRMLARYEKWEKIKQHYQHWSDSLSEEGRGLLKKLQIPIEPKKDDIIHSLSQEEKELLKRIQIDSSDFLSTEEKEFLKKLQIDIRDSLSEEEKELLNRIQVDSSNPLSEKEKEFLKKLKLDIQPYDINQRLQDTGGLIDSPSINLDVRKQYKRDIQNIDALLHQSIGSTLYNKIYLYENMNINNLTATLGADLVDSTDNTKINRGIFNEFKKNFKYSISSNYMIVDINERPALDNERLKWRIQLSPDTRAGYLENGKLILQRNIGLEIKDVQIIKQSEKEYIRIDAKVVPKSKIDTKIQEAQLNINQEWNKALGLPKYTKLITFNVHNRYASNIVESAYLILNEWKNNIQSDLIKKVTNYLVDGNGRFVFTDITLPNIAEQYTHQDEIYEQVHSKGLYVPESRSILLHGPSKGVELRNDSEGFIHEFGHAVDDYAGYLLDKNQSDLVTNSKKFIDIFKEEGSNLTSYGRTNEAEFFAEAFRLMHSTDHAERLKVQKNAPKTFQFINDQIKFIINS
SARS 3CLpro inh: SARS-CoV 3CLpro protease inhibition; recombinant SARS-CoV 3CLpro, quenched FRET peptide cleavage; inhibition, % at 6 µM; 290,000 compounds, 0.14% hits; AID 1706; in the data active means inhibition above about 12%
The depositor's hits bear a star; ? = inconclusive; · = not tested or not shown. Unless noted, no stated cut-off is given here; in the data, active means inhibition above about 30%; inconclusive means no clear call, values can overlap the other calls; inactive means below that. Some of the compounds tested; count on the stated rates, not on these rows.

structure,PrPC TRFRET,Rv3671c protease,BoNT-F LC inh,PriA SSB inh,CCHFV vOTU inh,VHR inh abs,BoNT-A LC inh2,MazEF act,Anthrax LF prot,SARS 3CLpro inh
CC(C)(C)C1CCc2onc(C(=O)Nc3cnn(Cc4ccc(F)cc4)c3)c2C1 (centres undefined),5.8,2.1,0.2,-15.5,6.2,2.9,3.5,4.8,-0.9,3.4
O=C(/C=C/c1ccc(-c2ccccc2[N+](=O)[O-])o1)c1ccc(F)cc1,-11.1,-16.3,4.2,-15.0,21.7,26.1,17.3,-1.5,13.0,-2.8
CCCNS(=O)(=O)c1ccc(CCC(=O)N2CCN(c3ccc(OC)cc3)CC2)cc1,7.5,12.9,2.7,-2.1,17.9,-11.1,1.0,0.5,-0.8,0.8
CSC1=NCCCN1C(=O)c1c(-c2ccccc2Cl)noc1C,-6.1,5.7,?,-5.3,0.4,-6.8,0.7,4.0,-12.5,-2.3
CC1=C(C(N)=O)C(c2ccc(Cl)cc2)n2nc(CCCO)nc2N1 (centres undefined),-8.9,3.8,28.4,-10.0,-8.9,48.3,0.2,-0.7,-11.5,0.3
COc1cccc(CNC(=O)CCc2nnc(C3CCCCC3)o2)c1,9.4,-5.0,-3.1,-4.3,-2.2,9.1,0.2,12.7,-1.7,-0.2
Cc1ccc(S(=O)(=O)N2CCC(O)(c3cccnc3)CC2)cc1,3.3,4.5,-11.4,3.3,-7.3,32.6,1.0,4.1,-5.8,-0.9
CN(CC1CCOCC1)C(=O)CC1C(=O)NCCN1Cc1cccc(Oc2ccccc2)c1 (centres undefined),-4.3,-3.7,-4.6,-9.4,7.7,17.4,1.0,-6.1,0.0,2.3
Cc1cccc(-c2nc(C#N)c(N3CCCCCC3)o2)c1,3.1,4.3,-9.9,37.7,-41.4,7.2,-1.6,-1.6,-2.3,-3.9
COc1cc(-c2nc(CN(C)C(C)c3ccncn3)c(C)o2)ccc1F (centres undefined),0.0,9.3,-1.0,-1.8,-6.8,22.0,-0.4,-1.7,-1.2,-2.6
O=C1CCC(c2ccccc2)=NN1,9.2,5.7,0.6,-6.9,6.0,-16.8,-0.8,14.2,2.3,5.3
CC(Cc1ccccc1)NC(=O)C1(c2ccccc2)CCOCC1 (centres undefined),-3.6,3.7,-0.7,-3.1,-4.3,-12.8,?,6.1,-1.7,-1.2
O=C1CCC(c2ccc(-n3ccnc3)cc2)=NN1,9.1,-5.2,5.7,-10.3,0.2,·,-0.7,-4.2,3.8,·
COc1ccc(CCNC(=O)CSc2ccc3nnc(CCNC(=O)c4ccc(C)cc4)n3n2)cc1OC,-5.0,4.9,-9.3,-13.7,5.0,9.6,1.6,0.1,3.6,-5.7
CCN1C(=O)CC(N2CCN(c3ccc(Cl)cc3)CC2)C1=O (centres undefined),-4.6,-4.6,4.5,-7.8,-0.5,11.7,1.2,5.5,-0.1,-1.2
COc1cc(C(=O)OCC(=O)N2CCOCC2)c([N+](=O)[O-])cc1OC,1.2,-2.0,7.4,-0.8,-2.0,20.3,1.7,14.4,1.4,-12.1
COc1ccc(Nc2nnc(-c3ccc(C(N)=O)cc3)c3ccccc23)cc1,-23.4,-0.5,6.5,-5.1,-3.3,31.2,1.5,2.2,6.8,-6.8
COc1cc(C2C(C#N)=C(N)OC3=C2C(=O)CC(C)(C)C3)ccc1OCCN1CCOCC1 (centres undefined),7.8,8.3,?,-6.0,-10.3,-10.3,?,5.7,-4.3,-0.1
COc1ccc(NC(=O)CN(C)C(=O)CCCNC(=O)c2ccc(Cl)cc2)cc1,5.2,4.0,6.1,-9.9,6.2,·,-2.2,-5.2,-3.3,·
CC(Oc1ccc(Cl)cc1Cl)C(=O)NNC(=O)c1ccncc1 (centres undefined),4.4,3.8,1.6,-2.1,-0.8,·,1.3,-18.9,0.5,·
CN1CCN(CC(=O)Nc2ccc(Cl)cc2C(=O)c2ccccc2)CC1,-7.9,3.6,-3.6,-7.3,-1.5,18.2,0.0,-0.8,-1.8,1.4
O=C(O)COc1ccccc1/C=N/Nc1ccc(S(=O)(=O)Nc2ccc(Cl)cc2)cc1[N+](=O)[O-],-18.3,24.3,-0.5,·,36.7*,17.8,-0.8,-0.2,0.3,8.9
S=C(NNC(=S)Nc1ccccc1)Nc1ccccc1,6.9,-2.6,7.1,10.5,3.6,2.4,-0.5,-7.0,-19.4,-5.5
O=C(c1ccc2c(c1)OCCO2)N1CCN(Cc2ccccc2)CC1,-0.2,-14.4,-0.4,3.3,-2.2,23.2,0.4,5.6,-10.2,-1.5
CC(C)Cn1c(=O)c2ccccc2n2c(SCC(=O)N3c4ccccc4CC3C)nnc12 (centres undefined),-1.0,4.4,-11.7,-4.2,5.2,7.6,-2.2,2.6,-3.4,4.5
COc1ccc2nc(Nc3nc(CSc4nnnn4-c4ccccc4)cc(=O)[nH]3)nc(C)c2c1,-3.7,3.1,3.4,-9.0,-0.4,24.4,-1.0,-196.6,-2.5,2.7
CC(OC(=O)c1cc2sccc2n1C)C(=O)NCc1ccc(F)cc1 (centres undefined),5.1,1.1,-7.7,-3.9,-1.3,-21.8,-0.6,4.8,0.1,6.0
CCOCC(=O)Nc1nnc(Cc2ccc(OC)cc2)s1,-4.8,-1.4,3.9,1.9,5.8,16.1,-1.8,3.2,-3.2,-0.2
O=C1CCCC2=C1C(c1ccsc1)CC(=O)N2c1ccccc1F (centres undefined),0.0,-0.9,-8.2,-6.3,15.2,12.3,-0.4,3.2,-6.2,0.8
Cc1ccc(F)c(Oc2cc(NN3CCCCC3)c([N+](=O)[O-])cc2[N+](=O)[O-])c1,-5.2,4.0,3.1,15.8,6.1,20.5,-0.3,5.9,-6.6,2.0
CN(C(=O)c1coc(=O)c2ccccc12)c1ccccc1Cl,6.8,-0.9,-1.6,-6.3,-4.8,-6.0,-0.4,1.3,3.0,-0.3
COc1ccc(NC(=O)CSc2nc(N)c3cc4c(nc3n2)CCCC4)c(OC)c1,-0.1,-10.9,1.0,0.1,8.2,17.7,2.1,-0.4,-2.8,1.9
Cc1nc(NC(=S)NC(=O)c2ccco2)sc1C(=O)N(C)C,1.7,-28.1,3.5,3.4,17.2,-11.2,-2.5,-5.3,-0.3,-0.9
Cc1csc2sc(-c3ccnc(SCC(=O)NCc4ccccc4)n3)c(C)c12,16.6,-23.0,?,-7.8,0.2,12.5,-3.4,-13.6,-0.2,1.9
Cc1cc2c(cc1C)/C(=C\C(N)=O)NC(C)(C)C2,5.0,-5.9,20.5,-4.9,9.8,8.5,0.5,6.5,-0.9,-1.2
CCCCOc1ccc(N=Cc2cccs2)cc1,-2.1,2.3,-4.4,10.2,-18.3,-6.9,-0.3,-5.9,-2.1,-0.4
O=C(NCc1ccccc1)C1COc2ccccc2O1 (centres undefined),4.2,-12.7,-6.6,-12.9,5.2,-9.1,-0.3,3.0,4.7,1.0
O=C1CC(Sc2nnnn2-c2ccccc2)C(=O)N1c1cccc(Cl)c1 (centres undefined),15.3,7.9,12.4,-16.9,-0.8,19.9,0.1,-7.4,1.4,-1.1
CC(=O)N(C)c1ccc(NC(=S)Nc2ccccc2)cc1,1.4,1.4,11.0,-3.0,2.3,12.0,0.2,-5.5,0.0,2.0
Cc1[nH]c2ccccc2c1/C=N/Nc1nncn1N,5.2,-64.6,0.5,·,113.1*,24.3,-0.5,7.1,-0.5,0.2

One compound at a time (already shown). Screens in order: PrPC TRFRET, Rv3671c protease, BoNT-F LC inh, PriA SSB inh, CCHFV vOTU inh, VHR inh abs, BoNT-A LC inh2, MazEF act, Anthrax LF prot, SARS 3CLpro inh
Profile of O=C1CCC(c2ccccc2)=NN1 : 9.2, 5.7, 0.6, -6.9, 6.0, -16.8, -0.8, 14.2, 2.3, 5.3
Profile of Cc1cccc(-c2nc(C#N)c(N3CCCCCC3)o2)c1 : 3.1, 4.3, -9.9, 37.7, -41.4, 7.2, -1.6, -1.6, -2.3, -3.9
Profile of CC1=C(C(N)=O)C(c2ccc(Cl)cc2)n2nc(CCCO)nc2N1 (centres undefined) : -8.9, 3.8, 28.4, -10.0, -8.9, 48.3, 0.2, -0.7, -11.5, 0.3

Among those listed so far, these contain an NH in an aromatic ring:
structure,PrPC TRFRET,Rv3671c protease,BoNT-F LC inh,PriA SSB inh,CCHFV vOTU inh,VHR inh abs,BoNT-A LC inh2,MazEF act,Anthrax LF prot,SARS 3CLpro inh
COc1ccc2nc(Nc3nc(CSc4nnnn4-c4ccccc4)cc(=O)[nH]3)nc(C)c2c1,-3.7,3.1,3.4,-9.0,-0.4,24.4,-1.0,-196.6,-2.5,2.7
Cc1[nH]c2ccccc2c1/C=N/Nc1nncn1N,5.2,-64.6,0.5,·,113.1*,24.3,-0.5,7.1,-0.5,0.2

Continuation.
structure,PrPC TRFRET,Rv3671c protease,BoNT-F LC inh,PriA SSB inh,CCHFV vOTU inh,VHR inh abs,BoNT-A LC inh2,MazEF act,Anthrax LF prot,SARS 3CLpro inh
COCCCN1CC(=O)N2C(c3ccc(OC)c(OC)c3)c3[nH]c4ccccc4c3C[C@H]2C1=O (some centres undefined),-0.3,-3.8,10.8,-9.3,-13.8,-1.6,0.1,13.3,-3.1,-2.3
Cc1cc2nc(CN(C)Cc3c(C(=O)N(C)C)nc4ccc(Cl)cn34)[nH]c2cc1C,-12.1,-0.6,-8.5,-4.8,-3.1,15.8,-0.7,-3.1,-3.7,-0.3
COc1ccc(C(=O)N/N=C(\c2ccccc2)c2ccccn2)cc1,27.7*,6.7,-7.7,·,0.9,2.6,-0.3,8.5,0.7,-0.1
CCN1CCN(c2oc(COc3ccc(-c4ccccc4)cc3)nc2C#N)CC1,1.4,-1.8,-12.6,40.7*,-10.2,-11.6,-0.5,-5.4,2.9,0.1
CCOC(=O)C(Cc1c[nH]c2ccccc12)NC(=O)c1ccco1 (centres undefined),-2.5,5.1,?,-1.9,-1.1,11.3,-0.9,-5.7,2.0,-1.8
COc1ccc(OC)c(S(=O)(=O)N2CCCC(C(=O)NCCc3ccccc3)C2)c1 (centres undefined),-6.5,-2.3,1.2,-12.0,8.3,24.0,1.6,-2.2,3.9,-1.1
COC(=O)C1=C(C)N(C)C(=O)NC1c1cc(Cl)c(O)c(OC)c1 (centres undefined),1.9,-3.9,-0.5,3.4,-13.2,28.6,0.2,0.2,-4.2,-2.4
CN1CCC(O)(c2cccs2)C(C(=O)c2cccs2)C1 (centres undefined),6.1,-3.7,16.1,-12.2,-8.9,7.9,3.5,6.8,-10.3,-2.9
O=C(NC1CC1)C1=C[C@@H](c2csc3ccccc23)C[C@@H](OCc2ccc(CO)cc2)O1,0.4,-6.2,2.0,-6.8,-1.5,17.5,0.4,6.1,-3.9,0.7
CC(=O)Nc1ccc(O)cc1[N+](=O)[O-],-4.6,0.9,?,-5.1,-6.9,36.0,-1.2,-10.0,-1.0,0.2
CC(C)CC[C@@H](O)[C@](C)(O)C1CC[C@@]2(O)C3=CC(=O)[C@@H]4C[C@@H](O)[C@@H](O)C[C@]4(C)C3CC[C@]12C (some centres undefined),-1.7,-1.8,-3.2,·,8.8,·,-0.1,-4.2,-2.8,·
C[C@]12CCC3[C@@H](CCC4=CC(=O)CC[C@@]43CO)C1CCC2=O (some centres undefined),-5.9,-4.0,-4.3,0.7,-8.2,3.5,1.8,-1.1,4.6,2.4
CC(=O)C1=C(C)N(c2ccccc2)C(=O)C1(NS(=O)(=O)c1ccc(N)cc1)C(F)(F)F (centres undefined),3.1,-9.1,-5.6,-6.8,-7.0,5.6,0.4,-4.0,6.7,-1.6
COC(=O)CCCC[C@@H]1O[C@H](CCc2ccccc2)Cc2[nH][nH]c(=O)c21,1.1,·,1.7,·,1.4,·,0.8,·,-6.3,·
OC(CNc1nc(C(F)(F)F)nc2ccccc12)c1ccccc1 (centres undefined),7.0,-7.4,-3.1,-5.4,20.2,24.1,0.4,11.5,-3.2,4.1
